RPL19A TOR yeast = yeast TOR pathway RPL19A-GFP modulation; AID 2025; percent response vs DMSO, % at 10 µM; hit rate 0.3% among 330,000; S. cerevisiae RPL19A-GFP strain, flow cytometry, 3 h; active compounds read low;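 active = percent response vs DMSO below 50%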;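 note: median channel GFP fluorescence of the barcoded RPL19A-GFP strain; ratio of sample median GFP to plate DMSO average so 100% = DMSO; lower means less RPL19A-GFP as with rapamycin TOR inhibition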
AGP1-GFP MLPCN = modulators of TOR pathway AGP1-GFP in S. cerevisiae; S. cerevisiae AGP1-GFP multiplex flow cytometry, 3 h; GFP as percent of DMSO wells; GFP response vs DMSO, % at 10 µM; hit rate 0.02% among 320,000;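 active = GFP response relative to DMSO above a set limit, near screen average plus 3 SD, cut at about 150% in these data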;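 note: median GFP channel fluorescence of the gated AGP1 strain per well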
AHR act = activates the human aryl hydrocarbon receptor; P35869; AHR-responsive luciferase reporter cells, luminescence; activation, % at 5 µM; hit rate 2.5% among 320,000; AID 2796; in the data active = activation above about 47%;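 note: 0% = vehicle wells and 100% = reference agonist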
Target sequence (P35869 whole entry, looked up): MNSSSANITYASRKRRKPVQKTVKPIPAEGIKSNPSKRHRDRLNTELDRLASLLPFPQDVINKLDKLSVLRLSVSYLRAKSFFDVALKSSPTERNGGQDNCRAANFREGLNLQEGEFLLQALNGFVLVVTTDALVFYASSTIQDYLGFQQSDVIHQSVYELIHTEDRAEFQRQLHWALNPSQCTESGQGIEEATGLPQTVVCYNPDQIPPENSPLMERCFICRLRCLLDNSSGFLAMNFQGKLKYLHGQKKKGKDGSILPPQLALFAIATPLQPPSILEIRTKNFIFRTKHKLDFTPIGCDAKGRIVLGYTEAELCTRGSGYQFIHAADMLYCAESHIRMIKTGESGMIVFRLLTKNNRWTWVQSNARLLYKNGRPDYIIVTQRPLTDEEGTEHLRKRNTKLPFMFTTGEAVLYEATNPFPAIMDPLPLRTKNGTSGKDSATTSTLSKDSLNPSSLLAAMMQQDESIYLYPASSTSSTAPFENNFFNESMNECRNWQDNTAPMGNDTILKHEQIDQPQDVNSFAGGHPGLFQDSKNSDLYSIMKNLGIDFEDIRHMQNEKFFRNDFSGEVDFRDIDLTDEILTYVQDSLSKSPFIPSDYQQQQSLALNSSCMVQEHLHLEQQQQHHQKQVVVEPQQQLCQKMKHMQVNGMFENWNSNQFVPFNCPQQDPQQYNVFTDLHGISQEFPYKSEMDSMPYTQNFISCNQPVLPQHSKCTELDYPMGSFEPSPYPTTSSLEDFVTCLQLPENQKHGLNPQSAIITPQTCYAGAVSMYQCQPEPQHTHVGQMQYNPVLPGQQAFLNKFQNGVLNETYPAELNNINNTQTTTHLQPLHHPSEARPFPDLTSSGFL
proCasp7 act = counter-screen for procaspase-3 activators: activators of human procaspase-7. P55210. recombinant procaspase-7, Ac-DEVD-pNA absorbance 405 nm; D23A/D198A/D206A triple mutant, cannot self-cleave; scale: DMSO 0, 5 µM enzyme 100. activation, % at 8.5 µM. hit rate 0.093% among 330,000. AID 463210;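 active = percent activation above the screen-wide mean plus 3 SD, cut at about 25% in these data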
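Replicates: singlicate. Assay system: Procaspase-7 triple mutant (PC-7 D3A). Signal: 405 nm absorbance of p-nitroaniline. Times: 1 h preincubation, 2 h reaction. Buffer or medium: Zinc-free HEPES pH 7.4 with 300 mM NaCl, 0.01% Triton X-100. Also added: DEVD-pNA substrate. Benchmarks: DMSO wells as 0%, DMSO with 5 µM added PC-7 as 100%.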
LAP4 TOR yeast = modulators of TOR pathway LAP4-GFP in S. cerevisiae | S. cerevisiae LAP4-GFP multiplex, flow cytometry GFP, 3 h; median GFP as percent of DMSO wells | GFP response vs DMSO, % at 10 µM | hit rate 0.34% among 320,000 | AID 2023;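 active = GFP response vs DMSO above a set limit, about the screen mean plus 3 SD, cut at about 150% in these data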
CIT2-GFP yeast = modulators of TOR pathway CIT2-GFP in S. cerevisiae; S. cerevisiae CIT2-GFP strain, flow cytometry, 3 h; 100 means same as DMSO wells; hit rate 0.065% among 320,000; GFP response vs DMSO, % at 10 µM; AID 2029;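 active = GFP response relative to DMSO above a set limit, near the screen mean plus 3 SD, cut at about 150% in these data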;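 note: ratio of well median GFP fluorescence to mean of DMSO wells on the plate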
MEP2-GFP yeast = yeast TOR pathway MEP2-GFP modulation; S. cerevisiae MEP2-GFP strain, flow cytometry GFP, 3 h; 100% = DMSO control level; GFP response vs DMSO, % at 10 µM; hit rate 0.51% among 330,000;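 active = GFP response versus DMSO above a set limit, roughly screen mean plus 3 SD, cut at about 180% in these data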;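 note: median GFP fluorescence of the barcode-gated MEP2-GFP cells per well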
procasp3 activ = procaspase-3 (human) activation; AID 463141; recombinant procaspase-3 D3A, Ac-DEVD-pNA absorbance 405 nm; activation, % at 8.5 µM; hit rate 0.11% among 330,000; P42574;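 active = activation above the mean of all tested compounds plus 3 SD, cut at about 21% in these data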;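 note: 0% = DMSO alone and 100% = DMSO wells spiked with extra 5 µM PC-3 D3A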
Target sequence (P42574 whole entry D9A/D28A/D175A): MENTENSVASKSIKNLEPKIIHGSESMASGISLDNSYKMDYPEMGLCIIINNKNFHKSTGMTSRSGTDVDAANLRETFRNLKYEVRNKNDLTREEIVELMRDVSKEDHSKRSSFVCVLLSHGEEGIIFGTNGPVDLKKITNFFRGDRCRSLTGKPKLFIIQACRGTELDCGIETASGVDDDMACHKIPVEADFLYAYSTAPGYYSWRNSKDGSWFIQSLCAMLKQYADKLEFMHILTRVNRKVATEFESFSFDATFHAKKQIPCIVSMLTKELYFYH
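Assay system – Procaspase-3 D3A mutant, all three cleavage aspartates alanine · Controls – DMSO-only low control, 5 µM PC-3 D3A high control · Schedule – 1 h compound preincubation, 2 h substrate hydrolysis at 25 °C · Signal – 405 nm absorbance of p-nitroaniline, reads at 0 and 120 min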
The depositor's hits bear a star; nt = no result given. Hits appear at their usual frequency. About 3.5% of those tested had a hit in this group.

SMILES	RPL19A TOR yeast	AGP1-GFP MLPCN	AHR act	proCasp7 act	LAP4 TOR yeast	CIT2-GFP yeast	MEP2-GFP yeast	procasp3 activ
Clc1ccc2nc(CSc3nncn3-c3ccccc3)cn2c1	99	102	5	9	99	97	107	2
CC1CCN(Cc2cc(=O)oc3ccc(C(C)C)cc23)CC1	84	91	3	4	nt	86	87	-1
COc1cc2c(cc1NC(=O)COC(=O)[C@@H](NC(=O)c1ccccc1F)C(C)C)oc1ccccc12	101	97	59*	6	101	88	100	2
CCOC(=O)c1c(C)[nH]c(C(=O)CN2C(=O)NC(C)(c3ccc(C)cc3)C2=O)c1C (configuration not stated)	98	104	10	7	102	103	102	-4
COc1cccc(N2CCN(Cc3cccnc3)CC2)c1	100	99	6	-11	105	94	105	-8
COc1ccc(N2CCN(C(=O)C3CCN(S(=O)(=O)c4c(C)noc4/C=C/N(C)C)CC3)CC2)cc1	98	97	3	3	90	101	91	2
CC1=C([N+](=O)[O-])C(c2cccc(Br)c2)C2=C(N1)c1ccccc1C2=O (configuration not stated)	94	79	19	2	101	80	97	-5
O=S(=O)(c1ccc(F)cc1)N1CCN(S(=O)(=O)c2cccs2)CC1	100	97	-2	3	91	94	92	-4
CCCCOc1ccc(C(=O)NCCc2cccs2)cc1	91	93	20	1	119	81	90	-1
CC(C)CN1C(=O)/C(=C/c2cccs2)NC1=S	103	96	-4	-2	96	105	112	-17
CC(=O)N1c2ccc(S(=O)(=O)N3CCC(C(=O)Nc4cccc(C(F)(F)F)c4)CC3)cc2CC1C (configuration not stated)	104	106	4	-2	108	107	117	3
CCCNC(=O)C1CCN(c2cc(-c3ccccc3)nc3ncnn23)CC1	98	101	0	-7	98	103	105	-3

Structures listed above printed as active in AHR act:
smiles	RPL19A TOR yeast	AGP1-GFP MLPCN	AHR act	LAP4 TOR yeast	CIT2-GFP yeast	MEP2-GFP yeast	procasp3 activ
COc1cc2c(cc1NC(=O)COC(=O)[C@@H](NC(=O)c1ccccc1F)C(C)C)oc1ccccc12	101	97	59*	101	88	100	2

The list continues:
SMILES	RPL19A TOR yeast	AGP1-GFP MLPCN	AHR act	proCasp7 act	LAP4 TOR yeast	CIT2-GFP yeast	MEP2-GFP yeast	procasp3 activ
COc1ccc(-c2ccc(SCC(=O)Nc3cc(C)on3)nn2)cc1OC	104	102	3	-4	97	nt	105	1
O=C1CSC(c2cn(-c3ccccc3)nc2-c2cccs2)N1Cc1ccccc1 (configuration not stated)	100	106	1	16	104	111	107	8
O=C(COC(=O)c1ccc(CO)cc1)Nc1ccc2ccccc2c1	96	91	8	10	82	94	89	2
COc1ccc(-c2cc(-c3ccc(OC)cc3)[nH]n2)cc1	103	104	-5	-13	111	102	103	10
COc1ccc(OC)c(/C=C2\Oc3cc(OCC(=O)N4CC(O)C[C@H]4C(=O)O)ccc3C2=O)c1 (some centres not stated)	98	100	0	-9	104	101	96	-11
Cc1ccc(C(C)(C)C)cc1S(=O)(=O)N1CCC(C(=O)N2CCN(c3ccc(O)cc3)CC2)CC1	100	99	-1	-34	106	98	104	-16
COc1ccc(S(=O)(=O)N2CCN(CCCOc3ccc(F)cc3)CC2)cc1OC	112	108	0	-11	110	108	111	8
COc1ccccc1C(=O)OCC(=O)Nc1cc(S(=O)(=O)N2CCOCC2)ccc1N1CCCC1	114	102	-3	1	106	96	104	-2
Cc1c(NS(=O)(=O)c2ccc(C(=O)NCc3ccccc3)cc2)c(=O)n(-c2ccccc2)n1C	97	93	-1	8	90	100	89	6
O=C(CCCCCN1C(=O)c2ccccc2C1=O)Nc1ccc(F)cc1	100	100	0	5	98	106	102	-5
O=C(CNC(=O)c1cccc(Br)c1)N/N=C/c1cn[nH]c1-c1ccccc1	100	93	32	2	95	98	97	0
Cc1ccc(SCC(=O)OCC(=O)NCc2ccco2)cc1	100	104	1	-9	97	100	102	-5

Arranged by heavy-atom count (descending): part of the list above.
SMILES	RPL19A TOR yeast	AGP1-GFP MLPCN	AHR act	proCasp7 act	LAP4 TOR yeast	CIT2-GFP yeast	MEP2-GFP yeast	procasp3 activ
Cc1ccc(C(C)(C)C)cc1S(=O)(=O)N1CCC(C(=O)N2CCN(c3ccc(O)cc3)CC2)CC1	100	99	-1	-34	106	98	104	-16
Cc1c(NS(=O)(=O)c2ccc(C(=O)NCc3ccccc3)cc2)c(=O)n(-c2ccccc2)n1C	97	93	-1	8	90	100	89	6
COc1ccc(-c2ccc(SCC(=O)Nc3cc(C)on3)nn2)cc1OC	104	102	3	-4	97	nt	105	1
O=C(CCCCCN1C(=O)c2ccccc2C1=O)Nc1ccc(F)cc1	100	100	0	5	98	106	102	-5
COc1ccc(-c2cc(-c3ccc(OC)cc3)[nH]n2)cc1	103	104	-5	-13	111	102	103	10

Next part:
SMILES	RPL19A TOR yeast	AGP1-GFP MLPCN	AHR act	proCasp7 act	LAP4 TOR yeast	CIT2-GFP yeast	MEP2-GFP yeast	procasp3 activ
O=C(COC(=O)c1cnccn1)Nc1cc(S(=O)(=O)N2CCOCC2)ccc1Cl	104	103	-1	-1	101	108	105	-6
Cc1ccc(NC(=O)C(=O)NCC2OCCc3ccccc32)cc1 (configuration not stated)	110	105	3	0	107	105	110	2
CC(=O)N1CCC(N(CCN2CCOCC2)C(=S)Nc2c(C)cccc2C)CC1	112	84	1	-1	80	93	94	-2
CC(=O)N1CCN(c2ccc(NC(=O)c3ccc([N+](=O)[O-])cc3Cl)cc2)CC1	99	100	2	-12	95	94	100	5
Cc1ccc(S(=O)(=O)N2CCOCC2)cc1NC(=O)COC(=O)c1ccc2c(c1)OCCO2	100	99	6	1	105	110	100	9
C=C(c1ccccc1)c1ccc(N(C)C)cc1	100	93	1	1	109	92	105	-1
O=C(O)C(NS(=O)(=O)c1ccc(F)cc1)c1ccccc1 (configuration not stated)	103	99	0	-10	90	103	101	-3
CN1CCN(c2cc(=O)n(Cc3ccc(F)cc3)c(=O)[nH]2)CC1	99	97	0	-3	105	100	107	-2
CCOC(=O)C1=C(C)N=c2s/c(=C/c3ccccc3)c(=O)n2C1c1ccc(OC)c(OC)c1 (configuration not stated)	95	97	2	-6	105	89	133	-9
O=C(NCc1ccco1)Nc1ccc2nsnc2c1	105	95	6	-42	98	90	102	-20
CC(C)N1CCN(Cc2nc(-c3ccccc3)cs2)CC1CCO (configuration not stated)	106	104	9	-5	97	107	109	6
COc1cc(NC(=O)C2C3C=CC(C3)C2C(=O)O)c(OC)cc1Cl (configuration not stated)	97	89	10	9	100	100	100	1
CCn1nc(C(=O)OCC(=O)N(CCC#N)c2ccccc2)c2ccccc2c1=O	100	102	0	2	96	91	97	4
CC(=O)N1CCOc2cc(S(=O)(=O)NC(C)c3ccccc3)c(Cl)cc21 (configuration not stated)	100	96	2	-8	86	95	94	-5
Cc1cc(NC(=O)c2ccc(C)c(C)c2)no1	103	86	-3	2	97	106	101	6
CS(=O)(=O)N(CCc1ccccc1)CC(=O)NCc1ccncc1	108	112	0	-2	118	107	105	-5
O=C(NN=C1CCCCCC1)c1cn(-c2ccccc2)nc1-c1ccccc1	103	104	10	-27	98	115	100	-3
Cn1nccc1C(=O)Oc1cccc(/C=N/NC(=O)c2ccccc2O)c1	108	109	69*	-1	95	109	107	-4
COc1ccccc1C(=O)NCC(c1cccs1)N1CCc2ccccc21 (configuration not stated)	104	107	6	6	102	100	103	-1
N#CC(c1cccc(Cl)c1)c1ncc(C(F)(F)F)cc1Cl (configuration not stated)	104	105	1	6	96	92	105	3
CCOP(=O)(OCC)/C(C#N)=C/c1cc(OC)ccc1OC	106	91	nt	nt	88	94	99	nt
Cc1ccc(-n2nc3c(=O)n(CCCC(=O)NCc4ccccc4C)nc(C)c3c2C)cc1	102	90	0	1	116	106	107	8
CCCC(=O)N1CCN(c2ccc(NC(=O)C(C)(C)C)cc2)CC1	109	109	2	5	112	108	105	2
Cc1ccccc1OCC1Cn2c(nc3c2c(=O)[nH]c(=O)n3C)O1 (configuration not stated)	98	96	2	0	103	93	103	3
O=C1NC2(CCCCO2)CO1 (configuration not stated)	91	70	1	2	103	67	91	-3
CC(OC(=O)c1ccncc1)C(=O)NC1CCCC1 (configuration not stated)	92	95	-2	5	97	99	90	3
Cc1cccc(C)c1-n1nnnc1C1(Nc2ccccc2)CCCCC1	103	99	0	-1	101	92	100	-2
Cn1nc(-c2ccccc2)cc1NC(=O)CCCC(=O)O	96	98	0	4	99	90	96	-11
C=CCC[C@H](Cc1ccc(F)cc1)C(=O)OC[C@H](Cc1c[nH]c2ccccc12)NC(=O)[C@@H](CC=C)CC(=O)N[C@@H](CO)Cc1ccccc1	97	94	0	3	98	90	97	2
COc1ccccc1-n1cnc2cc(C(=O)NCCCN3CCOCC3)ccc21	100	105	1	-1	91	110	105	-4
O=C1NC(c2ccc(Br)cc2)Nc2sc3c(c21)CCC3 (configuration not stated)	107	108	77*	-13	103	104	106	-13
COc1ccc(OC)c(CCNC(=O)CCCC(=O)n2ncc3cc(C)ccc32)c1	92	90	14	-7	95	90	104	-2
COc1ccccc1C(C#N)c1cccc(Cl)n1 (configuration not stated)	104	103	3	15	94	95	101	3
Cc1cccn2c(=O)c3cc(C(=O)N4CCN(Cc5ccccc5)CC4)sc3nc12	97	99	18	5	100	103	100	-7
CCOC(=O)/C(C)=N/NC(=O)c1ccc([N+](=O)[O-])cc1	104	101	7	-18	90	96	102	0
COC(=O)C1=C(C)N(c2cccc(OC)c2)C(=O)/C1=C\c1ccco1	106	95	2	-15	100	103	105	-13
Cc1ccsc1/C=C/C1=Cc2c(sc(NC(=O)CSc3n[nH]c(N)n3)c2C#N)C(C)(C)C1	99	100	0	-14	100	93	102	6
Cc1ccc(C(C(=O)NCc2ccco2)N(C(=O)CNC(=O)c2cccs2)c2ccc(C)cc2)cc1 (configuration not stated)	103	111	0	1	98	98	101	-1
CCCn1c(O)c(N=NC(=O)c2cccnc2)c2cc(Br)ccc21	99	102	26	-7	130	89	108	5
O=C(Nc1ccccc1C(=O)Nc1ccccn1)c1cc(F)c(F)cc1Cl	103	100	nt	nt	100	103	108	nt
O=c1[nH]c(N2CCN(c3ccccc3)CC2)nc2c1CCCC2	85	81	-2	2	87	82	87	0
COc1ccc(CCN(C)Cc2nc(Cc3ccc(OC)c(OC)c3)no2)cc1OC	98	110	0	7	113	117	102	9
O=C(CN1C(=O)S/C(=C\c2cccc(Cl)c2)C1=O)NC1C=CS(=O)(=O)C1 (configuration not stated)	95	94	0	-2	99	95	108	5
COc1ccccc1NC(=O)N1CCCC1	100	104	-3	7	115	104	117	-3
COC(=O)c1sc(NC(=O)COc2ccc(C)cc2)nc1C	101	105	1	4	108	106	111	-1
CCCn1c(SCC(=O)Nc2ccc3c(c2)OCO3)nc2c1c(=O)n(C)c(=O)n2C	98	99	21	-8	92	90	99	0
CC(C)NC(=S)N=Nc1c(O)[nH]c2ccc([N+](=O)[O-])cc12	98	103	60*	-6	101	96	95	4
Cc1ccc(S(=O)(=O)NCCCN(C)C)cc1	93	98	-1	9	94	99	98	1
O=C(CN1CCN(C(c2ccccc2)c2ccccc2)CC1)N1N=CCC1c1ccccc1 (configuration not stated)	97	106	-1	11	108	100	99	9
CCc1c(C)nc2ncnn2c1Nc1ccc(C)c(C)c1	92	96	-2	10	94	102	96	3
O=C(Nc1ccncc1)Nc1ccc(Cl)cc1	119	109	6	4	88	103	108	3

High-throughput results: PubChem BioAssay, several laboratories
